# MT1-MMP act inh: inhibitors of human MT1-MMP activation; P50281; HT1080 RFP-PRO-GFP cells, GFP/RFP ratio fluorescence, overnight; percent of plate control window, DMSO zero; GFP/RFP ratio change, % at 20 µM; hit rate 0.061% among 360,000; AID 651647;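 active means GFP/RFP ratio change of at least 30% with cell ATP level not reduced by more than half and red fluorescence within 50% of control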; further: strong numbers were not always called active
#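 Read-out: GFP/RFP fluorescence ratio; Test system: RFP-PRO-GFP reporter HT1080 cells; Compound dosing: single-point 20 µM compound, 1% DMSO; Times: overnight compound exposure at 37 °C.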
# SUMO1-SIM PPI: SUMO1-SIM interaction modulation | AID 602429 | inhibition, % at 20 µM | hit rate 0.33% among 360,000 | SUMO1 binding to a labelled peptide, TR-FRET, 1 h; in the data active means inhibition above about 37%
# Target sequence (P63165 whole entry, looked up): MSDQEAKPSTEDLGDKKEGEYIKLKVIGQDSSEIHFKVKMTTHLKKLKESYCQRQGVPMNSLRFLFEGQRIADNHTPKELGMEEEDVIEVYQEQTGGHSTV
# NRP1-CendR mod: NRP-1/CendR interaction modulation. AID 602438. inhibition, % at 25 µM. hit rate 0.85% among 360,000. O14786. FAM-RPARPAR peptide binding to NRP-1, fluorescence polarization;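 active means inhibition or corrected inhibition above about 18%, plus a signal ratio from 0.5 to 1.5, limit read from the data, passing the limit was not always enough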; further: strong numbers were not always called active
# Scp-1 inhibitor: inhibitors of human Scp-1 phosphatase; Q9GZU7; Recombinant Scp1, phosphopeptide, malachite green phosphate absorbance; inhibition, % at 20 µM; hit rate 0.88% among 340,000; AID 493091;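 active means inhibition above about 50% at 20 µM, limit read from the data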;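 further: plate controls were DMSO wells with enzyme for no effect and wells lacking enzyme for full effect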
# Target sequence (Q9GZU7 76-261 limits assumed): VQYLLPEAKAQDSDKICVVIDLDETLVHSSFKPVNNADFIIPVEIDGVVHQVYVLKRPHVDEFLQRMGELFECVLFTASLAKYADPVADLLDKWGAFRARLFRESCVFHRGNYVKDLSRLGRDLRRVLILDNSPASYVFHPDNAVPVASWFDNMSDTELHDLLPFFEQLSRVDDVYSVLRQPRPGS
#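 System: truncated SCP-1 phosphatase (76-261aa); medium: Tris acetate buffer pH 5.5 with MgCl2 and Tween-20; incubation: 45 min room-temperature reaction, 5 min colour, 30 min stabiliser; compound: single 20 µM dose, 1% DMSO; reagent: Phosphorylated 17-residue peptide substrate; read-out: % inhibition at 20 µM; technique: colorimetric free-phosphate detection, absorbance 630 nm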
# LMPTP block: LMPTP (human) inhibition; P24666; recombinant LMPTP-A, OMFP fluorogenic substrate, fluorescence intensity; inhibition, % at 20 µM; hit rate 0.22% among 360,000;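 active means compounds that cut the enzyme signal by at least half of the control window in the single-dose screen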;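 further: plate controls were DMSO wells with enzyme plus substrate for no effect and substrate without enzyme for full effect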
# Target sequence (P24666 whole entry, looked up): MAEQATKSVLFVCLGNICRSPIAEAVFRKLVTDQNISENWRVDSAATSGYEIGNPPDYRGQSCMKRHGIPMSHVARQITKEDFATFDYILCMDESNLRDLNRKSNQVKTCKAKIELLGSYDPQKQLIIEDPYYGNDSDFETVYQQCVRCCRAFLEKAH
#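 Material: LMPTP-A; amount: 0.625 nM enzyme; doses: single 20 µM dose; times: reaction 50 min, room temperature, dark; technique: fluorescence intensity of OMFP turnover product; benchmarks: no-enzyme and uninhibited controls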
# NadD inh: NadD (S. aureus) enzyme inhibition; hit rate 0.78% among 360,000; inhibition, % at 20 µM; purified NadD enzyme, colorimetric absorbance read-out; AID 602399; in the data active means inhibition above about 26%; further: some compounds past the cut are filed as inactive
# STEP inh: blocks human striatal-enriched tyrosine phosphatase; P54829; recombinant STEP, OMFP fluorogenic substrate, fluorescence; inhibition, % at 20 µM; hit rate 0.25% among 360,000; AID 588621;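 active means inhibition at 20 µM, scaled per plate between control wells, above about 37%, limit read from the data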;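 further: 0% = DMSO with enzyme and substrate and 100% = substrate only without enzyme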
#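 Also added – OMFP at 25 µM · Test system – STEP tyrosine phosphatase · Technique – FITC-channel fluorescence of OMFP product · Schedule – 20 min at room temperature, dark · Evaluation – control-normalized % inhibition with plate pattern correction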
# SKN-1 inh: inhibitors of C. elegans SKN-1; C. elegans VP596 Pgst-4::GFP/RFP ratio, acrylamide-induced, 24 h; inhibition, % at 21.8 µM; hit rate 0.49% among 360,000; AID 624304;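 active means interference check ratio from 0.5 to 1.5 plus GFP to RFP signal ratio inhibition reaching or exceeding a fixed threshold, cut at about 30% in these data, passing the limit was not always enough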; further: some compounds called inactive have numbers as strong as hits
# DNMT1 block: DNMT1 (human) enzyme inhibition; P26358; DNMT1 molecular beacon, Hinp1I cleavage, fluorescence; inhibition (reported as % activation of signal), % at 10 µM; hit rate 0.83% among 360,000; AID 588458; in the data active means inhibition above about 50%
# Rpn11 inh: inhibitors of human proteasome Rpn11 | hit rate 0.59% among 360,000 | human 26S proteasome, Ub4-pepOG fluorescence polarization; 20S core pre-blocked with epoxomicin | calls only at 20 µM | O00487 | AID 588493;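 active means inhibition at 20 µM, scaled to each plate's controls, above about 33%, limit read from the data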
# Target sequence (O00487 whole entry, looked up): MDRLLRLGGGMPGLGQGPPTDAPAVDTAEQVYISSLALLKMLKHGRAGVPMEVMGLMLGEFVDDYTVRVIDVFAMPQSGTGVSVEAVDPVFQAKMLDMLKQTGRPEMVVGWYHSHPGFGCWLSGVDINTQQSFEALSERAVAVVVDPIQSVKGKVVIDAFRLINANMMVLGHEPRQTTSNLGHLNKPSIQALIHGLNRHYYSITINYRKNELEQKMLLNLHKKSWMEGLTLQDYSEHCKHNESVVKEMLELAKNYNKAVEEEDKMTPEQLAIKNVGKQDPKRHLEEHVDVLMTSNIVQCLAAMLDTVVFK
# An asterisk follows results filed as active; i = inactive; . = no result given.
# Start of the listing, in advance:
item	SMILES	MT1-MMP act inh	SUMO1-SIM PPI	NRP1-CendR mod	Scp-1 inhibitor	LMPTP block	NadD inh	STEP inh	SKN-1 inh	DNMT1 block	Rpn11 inh
1	CC(C)(C)OC(=O)NCCCC[C@H](NC(=O)c1nc[nH]c1C(=O)NCc1ccccc1)C(=O)OC(C)(C)C	0	1	14	-1	0.8	-3	-2	1	-9	i
2	COC(=O)c1ccc(NC2=C(Cl)C(=O)OC2OC(=O)c2ccccc2)cc1 (configuration not stated)	3	2	7	0	0.1	-2	-1	7	2	i
3	COc1cc(C(=O)Nc2ccc(S(=O)(=O)Nc3cc(C)on3)cc2)cc(OC)c1OC	24	3	10	-6	-1.2	-1	-1	1	1	i
4	CC1(C)CCc2nc(SCc3ccccc3)c(C#N)cc2C1	-6	-4	-1	-12	1.6	18	5	15	4	i
5	N#C/C(=C\c1ccc([N+](=O)[O-])o1)C(=O)Nc1ccc(F)cc1	-26	9	-129	57*	5.8	13	1	35*	32	.

# All compounds of this part, from the first entry:
item	SMILES	MT1-MMP act inh	SUMO1-SIM PPI	NRP1-CendR mod	Scp-1 inhibitor	LMPTP block	NadD inh	STEP inh	SKN-1 inh	DNMT1 block	Rpn11 inh
1	CC(C)(C)OC(=O)NCCCC[C@H](NC(=O)c1nc[nH]c1C(=O)NCc1ccccc1)C(=O)OC(C)(C)C	0	1	14	-1	0.8	-3	-2	1	-9	i
2	COC(=O)c1ccc(NC2=C(Cl)C(=O)OC2OC(=O)c2ccccc2)cc1 (configuration not stated)	3	2	7	0	0.1	-2	-1	7	2	i
3	COc1cc(C(=O)Nc2ccc(S(=O)(=O)Nc3cc(C)on3)cc2)cc(OC)c1OC	24	3	10	-6	-1.2	-1	-1	1	1	i
4	CC1(C)CCc2nc(SCc3ccccc3)c(C#N)cc2C1	-6	-4	-1	-12	1.6	18	5	15	4	i
5	N#C/C(=C\c1ccc([N+](=O)[O-])o1)C(=O)Nc1ccc(F)cc1	-26	9	-129	57*	5.8	13	1	35*	32	.
6	Cc1c(N=N/C(C(=O)Nc2ccccc2)=C(/O)c2ccccc2)c(=O)n(-c2ccccc2)n1C	-23	-18	-58	1	7.3	14	6	3	-5	i
7	Cc1cc(Br)c2nc3c(c(C(=O)O)c2c1)CCCCC3	-5	1	2	0	-1.3	3	2	-13	12	i
8	N#Cc1cc2cc3c(cc2nc1SCC(=O)N1CCOCC1)OCCO3	3	-32	-2	-8	0.0	-2	-1	9	1	i
9	Cc1cc(SCc2cccc(C(F)(F)F)c2)nc(=O)[nH]1	-2	-1	-15	-2	-0.3	2	0	8	2	i
10	COc1ccc(-c2cc(CCCC(=O)NCCc3ccc(OC)cc3OC)no2)cc1	-4	1	-6	-11	1.8	-10	-6	10	-2	i
11	CCOC(=O)C1=C(COC(=O)CNC(=O)c2ccccc2F)NC(=O)NC1C (configuration not stated)	3	-3	-1	-2	2.7	0	-2	11	10	i
12	CN(C(=O)C12CC3CC(CC(C3)C1)C2)C1(C)CCS(=O)(=O)C1 (configuration not stated)	3	-4	6	-6	-0.2	-5	4	8	1	i
13	Cc1ccsc1/C=C/C1=Cc2c(sc(NC(=O)CSc3n[nH]c(N)n3)c2C#N)C(C)(C)C1	-44	32	-100	58*	10.0	64*	12	32	90*	i
14	O=C(NCC1CCCO1)C1CCCCN1S(=O)(=O)c1ccc(F)cc1 (configuration not stated)	0	1	1	-7	-1.4	5	2	-41	1	i
15	COC(=O)CSc1ccccc1C(=O)OC	7	-3	-3	-11	-0.3	-5	1	5	-6	i
16	Cc1cc(NN)nc2ccc(Cl)cc12	3	0	-1	11	-0.6	5	-1	9	0	i
17	COc1ccc(NS(=O)(=O)c2cccc(C(=O)NN=Cc3ccc(O)c(OC)c3)c2)cc1	1	63*	-3	-12	1.9	-3	-1	-5	-3	i
18	CCOC(=O)C1CCN(C(=O)c2cc3cc(F)ccc3[nH]2)CC1	1	-2	0	-8	0.1	-1	-1	4	-1	i
19	Cc1ccnc(NS(=O)(=O)c2ccc(NS(=O)(=O)c3cc(Cl)ccc3Cl)cc2)n1	-5	2	4	22	0.1	4	-1	0	0	i
20	O=C(Nc1nc(-c2nc3ccccc3s2)cs1)c1ccc(S(=O)(=O)N2CCOCC2)cc1	1	-14	6	0	-0.7	27	-1	-3	-10	i
21	CCOC(=O)c1[nH]c2c(c1-c1ccccc1)C(=O)CC(c1ccc(Cl)cc1)C2 (configuration not stated)	-2	1	-17	-1	-1.8	7	-1	-18	5	i
22	CCOC(=O)C1=C(COC(=O)C2CC(=O)N(CCc3ccccc3)C2)NC(=O)NC1C (configuration not stated)	2	6	-20	-5	-2.3	-4	4	13	4	i
23	Cc1ccc(C(=O)N2CCN(Cc3ccc4c(c3)OCO4)CC2)o1	1	-3	-16	-5	-2.4	1	-22	-16	4	i
24	CC(C)(/C=N/O)/[N+]([O-])=C/C=[N+](\[O-])C(C)(C)/C=N/O	3	3	4	-16	-1.5	-3	-5	-11	-3	i
25	O=C(CSc1nc2ccccc2o1)Nc1nc(-c2ccccc2)c(-c2ccccc2)s1	-5	-1	-5	-16	3.8	11	2	1	-5	i
26	COc1ccc(OC)c(/C=C/C(=O)Nc2ccc3c(c2)CCC3)c1	1	-7	-2	-10	1.6	-9	2	6	-5	i
27	COC(=O)[C@H](CCSC)NC(=O)NC1CCN(Cc2ccccc2)CC1	4	3	-8	-2	-0.3	3	-2	4	-1	i
28	CSCC[C@H](NC(=O)[C@@H]1CSC2c3ccccc3C(=O)N21)C(=O)N1CCC[C@H]1CO (some centres not stated)	3	-1	-8	4	-2.4	0	0	-7	-2	i
29	O=C(c1ccc2nc[nH]c2c1)N1CCN(S(=O)(=O)c2cccc(Cl)c2)CC1	1	5	-10	4	-0.6	-4	0	-5	4	i
30	O=C(N1CCN(c2ncccn2)CC1)C12CC3CC(CC(C3)C1)C2	6	-2	10	-15	-1.8	-4	1	0	2	i
31	COc1cc(C(c2c(O)cc(C)[nH]c2=O)c2c(O)cc(C)[nH]c2=O)ccc1O	-1	0	2	-6	0.3	3	-1	-12	1	i
32	CN(C(=O)c1cccc(NC(=O)Cc2ccc(NC(=O)C3CCN(S(=O)(=O)c4cccc([N+](=O)[O-])c4)CC3)cc2)c1)C1CCCC1	3	-11	-48	-17	-0.3	19	-2	0	-12	i
33	CCOCCCNC(=O)C(=O)NCCCOCC	0	3	3	-2	-3.0	-5	-3	0	7	i
34	CCCCNC(=S)Nc1ccc(OC)nc1	-7	-4	10	7	-2.2	1	-3	-3	1	i
35	Nc1ccc(S(=O)(=O)Nc2nccc(/C=C/c3ccc(Br)s3)n2)cc1	-6	-1	-11	1	-0.1	12	3	-2	0	i
36	Cc1sc2ncnc(SCC(=O)c3ccc4c(c3)OCCO4)c2c1-c1ccccc1	-1	-7	-3	-4	1.9	2	2	-2	3	i
37	O=C(CCc1c[nH]c2ccccc12)NCC(=O)Nc1ccc(F)c(F)c1F	3	0	-13	-5	-2.1	-2	-2	-4	2	i
38	COc1ccccc1-c1cnc(C(O)c2ccc(C(C)(C)C)cc2)[nH]1 (configuration not stated)	3	4	2	.	0.1	3	0	12	0	i
39	Cc1[nH]nc2c1C1(CCOCC1)C(C#N)=C(N)O2	5	0	-11	-2	-1.3	7	1	-2	-2	i
40	CCCN(C(=O)COc1ccc(C(C)=O)cc1OC)C1CCS(=O)(=O)C1 (configuration not stated)	3	-3	5	-1	-1.3	-3	-1	1	5	i
41	O=C(/C=C/c1ccc(Br)o1)OCc1nc2ccsc2c(=O)[nH]1	-2	120*	-63	86*	76*	53*	89*	20	104*	.
42	C=C(C)Cn1c(CCCNC(=O)CCC)nc2ccccc21	13	-2	15	-7	0.1	0	-3	-1	1	i
43	Cc1ccc(C2C(C(N)=S)=C(N)OC3=C2C(=O)CC(C)(C)C3)cc1 (configuration not stated)	0	5	-9	-7	-0.3	-2	-2	16	-6	i
44	CC(N=Cc1cc([N+](=O)[O-])ccc1O)c1ccccc1 (configuration not stated)	4	-13	10	-3	-2.7	1	-1	9	0	i
45	COc1ccc2cnnc(SCC(=O)Nc3ccccc3)c2c1OC	-11	-5	-2	-4	-0.1	-4	2	18	-2	i
46	O=C(NCC1CCNCC1)c1ccncc1	0	-13	18	1	-8.8	-6	0	-2	-2	i
47	C=CCn1c(=O)n(CCC#N)c(=O)n(CCC#N)c1=O	0	-1	3	-9	-1.8	-4	-2	30	1	i
48	Cn1c(=O)oc2cc(S(=O)(=O)N3CCCc4ccccc43)ccc21	4	-6	4	-12	0.8	2	-2	8	2	i
49	CC1=CC(C)(C)N(C(=O)CSc2nncn2C)c2ccccc21	9	22	2	-3	0.0	-1	1	7	16	i
50	CCCCOCCCNC(=O)c1ccc(OC)cc1	-3	0	3	-16	-2.3	0	-5	1	1	i
51	CN(Cc1ccccc1)S(=O)(=O)c1ccc2c(c1)OCCO2	-4	-1	-14	0	0.4	-1	2	-13	1	i
52	NC(=O)c1ccc(NC(=O)COC(=O)/C=C/c2ccc(Br)o2)cc1	-5	62*	-33	74*	43	4	24	-12	90*	i
53	CCC(C)(C)NC(=O)c1cc(S(=O)(=O)N2CCc3ccccc32)cn1C	1	0	-5	2	-0.5	-2	-4	2	-4	i
54	Cc1ncsc1CCC(=O)N1CCCC(C(=O)c2ccc3c(c2)OCO3)C1 (configuration not stated)	0	-2	-15	-7	-1.6	-2	14	7	-1	i
55	Cc1cc(SCc2cc(=O)n3ccsc3n2)nc2ccccc12	-9	2	-4	3	-0.1	-2	0	5	10	i
56	C=CCc1cccc2cc(C(=O)Nc3ccc(S(=O)(=O)Nc4nnc(CC)s4)cc3)c(=O)oc12	-4	5	-32	101*	1.0	50*	91*	1	8	i
57	N#CCN1CCC2(O)CCCCC2C1c1ccc2c(c1)OCO2 (configuration not stated)	2	-3	9	-1	-1.0	6	0	4	-1	i
58	Cn1c(=O)[nH]c(=O)c2c1nc(NCCCn1ccnc1)n2Cc1ccc(F)cc1	3	1	-6	-3	-2.9	-4	1	-15	2	i
59	COc1ccc(COC(=O)CCCN=C2NS(=O)(=O)c3ccccc32)cc1F	1	-5	1	.	-0.6	0	-4	9	1	i
60	O=S(=O)(c1cccc2nsnc12)N1CCN(Cc2ccccc2)CC1	-1	-30	19*	-5	-1.3	-8	2	5	0	i
61	COC(=O)c1ccc2c(c1)S(=O)(=O)NC(=NCc1ccco1)S2	-2	3	1	-10	-2.3	-3	3	8	0	i
62	Cc1nn(C)c(C(=O)N/N=C/c2ccccc2)c1[N+](=O)[O-]	7	-5	5	-5	0.8	9	2	-6	1	i
63	CCc1occc(=O)c1Oc1cc(NN2CCCCC2)c([N+](=O)[O-])cc1[N+](=O)[O-]	0	-33	7	26	1.6	-7	4	9	12	i
